Screening data (PubChem BioAssay)
PP1 counter = blocks human PP1-alpha phosphatase, a PP5 counter-screen; P62136; purified PP1alpha, OMFP fluorescence; inhibition, % at 6.7 µM; hit rate 0.9% among 320,000;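 active = inhibition above the mean inhibition of all tested compounds plus 3 SD, computed separately for each screening campaign, cut at about 15% in these data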
Target sequence (P62136 whole entry, looked up): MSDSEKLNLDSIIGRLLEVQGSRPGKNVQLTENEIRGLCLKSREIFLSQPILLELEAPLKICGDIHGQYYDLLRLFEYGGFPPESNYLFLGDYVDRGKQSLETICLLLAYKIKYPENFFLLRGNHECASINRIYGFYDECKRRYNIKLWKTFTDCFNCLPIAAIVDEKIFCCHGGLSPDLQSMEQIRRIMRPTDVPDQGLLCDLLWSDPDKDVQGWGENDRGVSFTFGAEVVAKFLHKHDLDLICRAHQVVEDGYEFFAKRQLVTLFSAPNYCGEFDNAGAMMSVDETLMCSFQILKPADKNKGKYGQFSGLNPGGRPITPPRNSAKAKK
JMJD2C inh = blocks human GASC-1 demethylase activity | Q9H3R0 | GST-JMJD2C(1-420) H3K9me3 demethylation, DELFIA europium | inhibition, % at 2.35 µM | hit rate 0.069% among 330,000 | AID 2099;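 active = more than half of a compound's replicate wells show inhibition beyond 50%, single wells judged on their own value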;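 also: signal counts dimethyl H3K9 product captured on neutravidin plate; 0% = median of DMSO wells and 100% = 0.3 times that DMSO median; strong numbers were not always called active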
Target sequence (Q9H3R0 1-420 limits assumed): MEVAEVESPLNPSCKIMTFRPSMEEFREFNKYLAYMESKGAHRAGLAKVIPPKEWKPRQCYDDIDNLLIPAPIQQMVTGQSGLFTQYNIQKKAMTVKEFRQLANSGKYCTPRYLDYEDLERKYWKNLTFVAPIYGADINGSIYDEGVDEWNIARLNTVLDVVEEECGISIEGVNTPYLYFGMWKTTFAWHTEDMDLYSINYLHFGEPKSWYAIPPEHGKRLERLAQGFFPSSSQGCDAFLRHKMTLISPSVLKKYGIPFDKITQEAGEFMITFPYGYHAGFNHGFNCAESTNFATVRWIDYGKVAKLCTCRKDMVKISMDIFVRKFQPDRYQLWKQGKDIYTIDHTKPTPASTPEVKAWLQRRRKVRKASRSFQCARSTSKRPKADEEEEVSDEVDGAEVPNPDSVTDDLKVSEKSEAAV
HCV core dimer = blocks dimerization of HCV core protein; TR-FRET GST/Flag-core106 dimerization, 1536-well; inhibition, % at 5 µM; hit rate 0.33% among 300,000; AID 1899;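 active = inhibition above the mean of all tested compounds plus 3 SD, set per screening campaign, cut at about 45% in these data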
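Assay system: GST-tagged and Flag-tagged HCV core protein residues 1-106 / Times: compound-protein-antibody incubation 4 h at 22.5 °C / Signal: time-resolved FRET, ex 340 nm, em 617 and 671 nm / Evaluation: % inhibition based on acceptor/donor emission ratio / Benchmarks: wells lacking GST-core106 and wells with excess unlabelled core106 / Repeats: singlicate, one well per compound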
CR mimetic SO = lowers age-related superoxide in aged yeast cells | S. cerevisiae aged cells, superoxide DHE fluorescence; stronger effect = lower value | superoxide response (% of plate mean), % at 10 µM | hit rate 0.18% among 330,000 | AID 2690;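 active = superoxide response under a set limit, about three screen SD below normal, cut at about 65% in these data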;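 also: yeast aged for seven days with compound at 30 °C before DHE staining; 100% = average MFI of all compound-treated wells on the plate with controls excluded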
ZTA DNA inh = counter-screen for EBNA-1 inhibitors: inhibitors of Epstein-Barr virus ZTA; P03206; ZTA-DNA binding, fluorescence polarization; inhibition, % at 11 µM; hit rate 0.15% among 320,000; AID 2234; in the data active = inhibition above about 33%
Target sequence (P03206 whole entry, looked up): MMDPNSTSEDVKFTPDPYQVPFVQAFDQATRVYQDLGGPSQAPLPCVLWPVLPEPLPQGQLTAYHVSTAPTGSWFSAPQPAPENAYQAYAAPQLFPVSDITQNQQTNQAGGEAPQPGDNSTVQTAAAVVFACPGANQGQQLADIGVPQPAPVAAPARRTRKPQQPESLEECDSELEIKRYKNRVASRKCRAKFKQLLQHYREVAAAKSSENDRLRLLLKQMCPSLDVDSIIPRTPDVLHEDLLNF
CTSL1 counter = cathepsin L1 inhibition, PFM18AAP counter-screen | AID 1906 | recombinant F. hepatica cathepsin L1, Z-Leu-Arg-MCA fluorescence | hit rate 0.49% among 300,000 | inhibition, % at 5.96 µM;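 active = inhibition above the mean of all tested compounds plus 3 SD, set per screening campaign, cut at about 17% in these data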;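 also: 0% = plate median of test compound wells and 100% = 1 µM Z-Phe-Ala-diazomethylketone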
EBNA-1 inhibitor = blocks EBNA-1 binding to DNA | hit rate 0.34% among 300,000 | EBNA-1 DNA binding, fluorescence polarization | inhibition, % at 14.8 µM; in the data active = inhibition above about 28%
TPT1 inhibitor = blocks Candida albicans tRNA 2'-phosphotransferase; recombinant caTPT1, FP RNA substrate dephosphorylation; hit rate 0.81% among 300,000; AID 1962; inhibition, % at 5 µM;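 active = inhibition above the mean of all tested compounds plus 3 SD, set per screening campaign, cut at about 24% in these data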;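 also: plate controls were DMSO alone for no effect and ferristatin control at 100 nM for full effect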
PP5 inh = inhibitors of human protein phosphatase 5 (PP5); inhibition, % at 6.7 µM; AID 1987; hit rate 0.18% among 320,000; purified PP5c, OMFP substrate fluorescence; P53041;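 active = inhibition above the campaign's mean inhibition across all tested compounds plus 3 SD, cut at about 9.5% in these data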;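 also: 0% = DMSO only and 100% = 100 µM cantharidin control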
An asterisk follows results filed as active; i = inactive; nt = no result given; & = joins results of further samples.

SMILES	PP1 counter	JMJD2C inh	HCV core dimer	CR mimetic SO	ZTA DNA inh	CTSL1 counter	EBNA-1 inhibitor	TPT1 inhibitor	PP5 inh
C/C(=N\NC(=O)c1ccc(C(=O)N/N=C(\C)c2ccco2)o1)c1ccco1	-6	-10	7	89	3	4	-15	0	3.8
COCc1c(C(=O)OCC(=O)N2CCCC2=O)oc2ccccc12	1	-6	nt	86	-6	nt	nt	nt	1.2
COc1ccc(NC(=O)CN(C)C(=O)Cc2ccc(S(=O)(=O)N3CCOCC3)s2)cc1	3	9	7	100	8	3	-15	8	-0.2
Cc1ccc(CC2CC(=O)N(c3ccncc3)C2=O)cc1 (centres undefined)	-3	2	2	96	6	2	5	-5	-1.6
CCSc1ccccc1-c1nc(-c2ccncc2)no1	7	-1	-10	107	-4	4	0	2	3.3
Fc1cnc(N/N=C/c2ccc(-c3ccc(Br)cc3)o2)nc1N1CCOCC1	4	-1	4	116	-11	8	-12	1	4.3
C[C@H](NC(=O)c1ccco1)C(=O)Nc1cccc([N+](=O)[O-])c1	0	-19	-3	112	0	0	8	0	-2.1
O=C(COC(=O)/C=C/c1ccc2c(c1)OCO2)Nc1ccccc1	-5	2	1	110	-4	-1	-12	-1	-2.0
CC(C)(C)S(=O)(=O)c1cnc(-c2ccc(Cl)cc2)nc1N	1	9	1	88	17	-2	2	2	0.0
C=C(C)Cn1c(SCC#N)nc2ccccc2c1=O	2	0	1	96	-10	-1	9	0	-1.1
O=C1C2C3C=CC(C2C(=O)N1C1CCCCC1)C1C(=O)N(C2CCCCC2)C(=O)C31 (centres undefined)	-6	-3	6	117	2	6	-14	0	3.9
COC(=O)CSc1nnc(CNC(=O)c2cc(OC)c(OC)c(OC)c2)n1C	-1	-14	-1	96	9	-4	6	-1	-0.8
COc1ccc(OCC(=O)Nc2cccc(OC)c2)cc1	-1	-10	-1	121	-12	-3	-1	1	2.5
CCSc1nnc(Cc2cc(=O)[nH]c(=O)[nH]2)n1-c1ccc(Cl)cc1	1	17&-6	4	112	-2	-1	1	-3	-1.9
O=C(Nc1ccccc1)c1ccccc1OCc1ccc(F)cc1	-1	3	4	103	9	0	10	-1	1.1
O=C(COc1ccc(Br)cc1)NCCO	-1	5	-2	102	5	-2	3	2	1.7
COc1ccc(OC)c(S(=O)(=O)CC(O)COc2ccccc2Cl)c1 (centres undefined)	0	-9	-21	103	2	-4	5	2	1.7
CC(=O)c1sc2nc(-c3ccc(C)cc3)c3c(c2c1N)CCCC3	0	3	1	93	15	0	3	2	-0.3
Cc1ccc(CSc2nnc(NC(=O)Cn3cnc4ccccc4c3=O)s2)cc1	10	-1	5	96	7	-2	12	-1	1.5
COc1cc(NC(=O)c2ccco2)c(OC)cc1NC(=O)CCC(=O)Nc1cc(C)cc(C)c1	0	-3&4	4	100	-3	1	-8	-1	2.1

Three entries already listed, ordered by heavy-atom count, rising:
SMILES	PP1 counter	JMJD2C inh	HCV core dimer	CR mimetic SO	ZTA DNA inh	CTSL1 counter	EBNA-1 inhibitor	TPT1 inhibitor	PP5 inh
Cc1ccc(CC2CC(=O)N(c3ccncc3)C2=O)cc1 (centres undefined)	-3	2	2	96	6	2	5	-5	-1.6
O=C(COC(=O)/C=C/c1ccc2c(c1)OCO2)Nc1ccccc1	-5	2	1	110	-4	-1	-12	-1	-2.0
COc1cc(NC(=O)c2ccco2)c(OC)cc1NC(=O)CCC(=O)Nc1cc(C)cc(C)c1	0	-3&4	4	100	-3	1	-8	-1	2.1

(continued)
SMILES	PP1 counter	JMJD2C inh	HCV core dimer	CR mimetic SO	ZTA DNA inh	CTSL1 counter	EBNA-1 inhibitor	TPT1 inhibitor	PP5 inh
CCOC(=O)c1cc(-c2ccccc2)sc1NC(=O)C(C)Sc1nnc(C)s1 (centres undefined)	0	29	-5	104	-7	0	4	-2	2.0
CCOC(=O)c1ccc(NS(=O)(=O)c2ccc3c(c2)n(C)c(=O)n3C)cc1	0	-4	-5	111	-1	1	-12	0	-0.6
CCOc1c(Cl)cc(/C=N/O)cc1OC	-2	-4	-6	93	9	2	2	1	-0.7
CCc1cccc(NS(=O)(=O)c2ccc3c(c2)N(C)CCO3)c1	1	2	9	96	6	1	8	0	1.9
O=C(NCc1ccco1)/C(=C/c1ccc([N+](=O)[O-])cc1)NC(=O)c1ccco1	-1	-14	6	100	0	1	1	-2	-0.2
COCc1cc(CN2CCN(C)CC2)c(O)c2ncccc12	2	-6	-1	95	-11	-2	11	2	-0.4
COC(=O)[C@H](CCSC)NC(=O)c1cccnc1SC	-2	-1	-3	101	-4	-2	3	-3	-0.2
Cc1ccsc1CNC(=O)c1c(-c2ccccc2)noc1C	-3	8	0	109	-8	-4	-5	0	1.4
CCOc1cc(/C=N/NC(=O)c2ccc(NC(=O)C3CC3)cc2)ccc1O	-7	13	-4	108	-1	0	-3	1	-1.1
CCOC(=O)c1c(C)[nH]c(C(=O)Nc2ccc3c(c2)OCO3)c1C	-1	-15	2	79	-3	1	2	1	4.4
Cn1nccc1C(=O)N1CCN(c2ccccc2F)CC1	-7	-7	9	101	16	-3	-1	-2	-0.1
O=C(OCC(=O)N1CCCC1=O)c1cc(Cl)ccc1O	-5	-7	2	107	13	1	-8	-4	-1.3
O=C(NCc1cccs1)c1cc(-c2ccc(O)cc2)on1	0	1	0	91	-3	-4	-3	-3	-3.2
C=C(C)C(=O)Nc1cccc(C2=NOC3(C2)C[C@@H](C(N)=O)N(C(=O)/C(C)=C/C)C3)c1 (some centres undefined)	11	-10	-114	113	20	5	3	5	1.9
O=c1c2ccccc2nc(CSc2nnnn2-c2ccccc2)n1-c1ccccc1	2	-64	6	104	-6	1	-10	2	2.0
Cc1ccc(C(=O)N(Cc2sccc2C)C2CCS(=O)(=O)C2)cc1 (centres undefined)	-1	7	4	117	7	-3	1	0	3.1
Oc1ccc(/C=N/Nc2ccc3ccccc3c2)c(O)c1	1	-8	13	96	5	-2	2	6	-0.1
CCOc1ccccc1NC(=O)CCS(=O)(=O)c1cccc2nsnc12	-3	-3	3	86	4	-4	-4	-1	1.0
CC1CC(C)CN(C(=O)c2cn(C)c3ccc(S(=O)(=O)N(C)C)cc3c2=O)C1 (centres undefined)	-4	-7	-2	106	-1	2	5	-2	-0.1
Cc1cc2oc(=O)cc(CN(C)Cc3ccccc3Cl)c2cc1C	2	5	10	88	5	2	4	0	0.4
Cc1ccc(S(=O)(=O)N(C)c2nonc2C)cc1	2	2	-8	103	-18	-4	3	-1	1.1
C=CCNC(=O)c1c(N)n(-c2cccc(S(N)(=O)=O)c2)c2nc3ccccc3nc12	1	nt	2	87	-5	1	6	0	4.5
COC(=O)C(C(=O)Nc1cccc(Cl)c1C)C1CCCC1 (centres undefined)	-3	8	9	103	16	4	9	-2	0.4
CCN(CC)C(=O)CN(c1cc(Cl)ccc1OC)S(=O)(=O)c1ccc(C)c([N+](=O)[O-])c1	0	6	0	91	1	0	-2	0	-1.6
O=C(O)c1ccc(S(=O)(=O)NC2CCCCCC2)cc1	-1	-1	-13	106	-9	-4	-17	-4	-0.7
C=C(C)CNC(=S)NNC(=O)CCn1c2cc(Cl)ccc2c2ccc(Cl)cc21	-2	3	-6	109	11	-1	-1	1	3.5
COc1ccc(CCNC(=O)CNC(=O)c2nn(-c3ccc(OC)c(OC)c3)c(=O)c3ccccc23)cc1OC	7	7	-5	101	3	1	6	-1	-1.5
C=CC1CN(C(=O)OCC(Cl)(Cl)Cl)C2CC3c4ccc(OC)cc4NC3C3CC1C2CO3 (centres undefined)	2	nt	4	108	10	-2	0	0	4.9
CCN(CCCNC(=O)c1ccc2c(c1)NC(=O)CN2C)c1cccc(C)c1	0	-33	-6	97	0	0	11	4	0.6
COc1cccc2c3c(c(=O)[nH]c12)CC(C)(C)O3	-1	-2	1	96	-4	1	-11	-2	-0.7
CC(C(=O)Nc1ccc(C#N)cc1)N1CCN(C(=O)C2CC2)CC1 (centres undefined)	1	-2	nt	78	-16	nt	nt	nt	2.6
CC(C)(C)NC(=O)COC(=O)c1c2c(nc3ccccc13)CCC2	0	0	53*	100	11	0	-2	0	-1.3
Cc1nnc(SCC(=O)NC(C)c2ccccc2)[nH]c1=O (centres undefined)	-4	2	3	91	4	1	-3	-1	2.4
c1ccc2c(c1)CCc1snnc1-2	-4	-3	3	95	2	-2	1	1	0.2
O=C(Nc1nnc(-c2ccco2)o1)c1ccc(Cl)cc1	3	-22	-1	108	6	-1	-1	-4	-1.4
COc1ccc(C2c3[nH]c4ccccc4c3C[C@H]3C(=O)N(CCCO)CC(=O)N23)cc1OC (some centres undefined)	3	2	5	92	-12	-1	0	-1	0.8
Cc1ccc(N=C2NC(=O)/C(=C/c3cccn3C)S2)cc1C	1	-40	5	98	-1	4	-7	7	0.3
CCCOc1cc(C)c(S(=O)(=O)N2CCN(C)CC2)cc1C	-1	3	-6	101	-15	-4	0	1	0.8
COc1ccc(S(=O)(=O)NCCNC(=O)N2CCOCC2)cc1	-2	1	-5	105	-15	-2	2	-1	1.0
O=c1c2ccccc2nc2n1CCN2	-2	9	-6	103	10	-2	3	-1	0.3
CC1=NN(c2ccc(Cl)cc2)C(=O)C1	-2	-32	-3	96	9	-3	-2	-3	0.3
C/C(=C\c1ccccc1)CN1CCN(c2ccccc2F)CC1	-1	6	5	92	-5	-2	-13	1	4.0
N/C(COc1ccc(Cl)cc1Cl)=N\O	-4	-4	-6	85	-17	1	7	-3	-0.1
O=C(Cn1cccn1)N1CCCC(N2CCN(Cc3ccc4c(c3)OCO4)CC2)C1 (centres undefined)	-2	i	-22	97	-10	-1	0	-4	2.9
Cc1ccc(N2CC(NS(=O)(=O)c3cccnc3)CC2=O)cc1C (centres undefined)	-3	2	-10	91	-32	4	2	0	0.3
Cc1cccc(OCCNC(=O)CCNS(=O)(=O)c2ccc3ccccc3c2)c1	-2	-2	nt	130	1	nt	nt	nt	5.8
CCOc1ccc(N2CC(C(=O)NCCN3C(=O)S/C(=C\c4cccnc4)C3=O)CC2=O)cc1 (centres undefined)	-9	-3	6	96	-1	2	0	-1	0.2
Cc1ccc(S(=O)(=O)NC2=NCN(Cc3cccnc3)CN2)cc1	0	0	2	96	3	-2	2	3	-0.1
COc1ccc(C2=CSC3=NCCN23)cc1[N+](=O)[O-]	3	1	7	104	5	-1	-9	1	1.1
COc1ccc(CCNC(=O)Cn2cnc3c(nnn3Cc3ccc(C)cc3)c2=O)cc1OC	-1	15	1	88	-12	13	7	-2	3.6
CC(=O)Nn1c(COc2ccccc2C)nc2ccccc2c1=O	-2	-1	-7	91	10	-2	0	1	2.0
C=CCNC(=O)c1cccn1-c1ccsc1C(=O)OC	1	-6	-5	98	-11	-2	-9	-5	-0.5
CCN1CCc2c(sc(NC(=O)COc3ccccc3)c2C(=O)OC)C1	-9	-1	-19	99	1	-3	-12	1	4.2
Clc1ccc(-n2nnnc2CN2CCCCC2)cc1Cl	-1	12	-5	96	8	-1	1	-3	1.1
O=C(NNC(=O)c1nn(-c2ccc(F)cc2)ccc1=O)Nc1cccc(Cl)c1	-1	-5	0	97	-7	-5	12	-2	0.1
O=[N+]([O-])c1ccc2nc(-c3ccccc3)n(OCc3ccc(Cl)cc3)c2c1	-4	2	5	113	-11	-1	-18	-2	2.4
COc1ccc2[nH]c(C)c(CCN(Cc3cccs3)C(=S)Nc3ccccc3OC)c2c1	4	9	1	94	-5	1	13	-10	1.2
CCOC(=O)C1=C(CSc2nc(CC)c(C)cc2C#N)OC(N)=C(C#N)C1c1ccccc1 (centres undefined)	1	3	22	104	18	11	3	4	6.1

Compounds were not picked by outcome. Share with any hit: about 3.1%.
